# Compound activity from PubChem BioAssay.
# HCMV inh: inhibitors of human cytomegalovirus | HFF cells, HCMV-luciferase reporter, 72 h; stronger effect = lower value | activity change, negative = inhibition, % at 57.5 µM | 410,000 compounds, 4.5% hits; in the data active means activity change below about -60%; inconclusive means no clear call, values can overlap the other calls; inactive means above about -39%
#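 Two compound doses tested in HFFs infected with HCMV-luciferase, MOI 1 PFU/cell, 72 h at 37C. Lysate luminescence read with OneGlo; data normalized against buffer-only and 10uM Salinomycin inhibitor controls.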
# HCV inhibitor: blocks hepatitis C virus; Potency, µM (highest dose often 41.8 µM), for the others: at the top dose activity change, negative = inhibition, most hits filed as inhibitors; Huh7.5.1 HCVcc-Cre infection, luciferase reporter, 44 h; 340,000 compounds, 3.4% hits; further: potency means the concentration at half of the fitted maximal effect
#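 Reporter virus HCVcc-Cre (~0.5 moi) infects cells exposed to compound; seeding density 1,000 cells/well with 4 h settling beforehand. Luminescence, 15 sec read, taken 44 h post-infection following a 15 min RT substrate incubation.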
# Giardia FBPA inh: Giardia lamblia aldolase inhibition | A8B2U2 | purified Giardia FBPA | Potency, µM (highest dose often 59.6 µM), without a hit: at the top dose activity, negative = inhibition, most hits filed as inhibitors | 290,000 compounds, 0.71% hits | AID 2451; further: potency means the concentration at half of the fitted maximal effect; nearly all actives have a fitted effect of over 55% in size
# Target sequence (A8B2U2 whole entry, looked up): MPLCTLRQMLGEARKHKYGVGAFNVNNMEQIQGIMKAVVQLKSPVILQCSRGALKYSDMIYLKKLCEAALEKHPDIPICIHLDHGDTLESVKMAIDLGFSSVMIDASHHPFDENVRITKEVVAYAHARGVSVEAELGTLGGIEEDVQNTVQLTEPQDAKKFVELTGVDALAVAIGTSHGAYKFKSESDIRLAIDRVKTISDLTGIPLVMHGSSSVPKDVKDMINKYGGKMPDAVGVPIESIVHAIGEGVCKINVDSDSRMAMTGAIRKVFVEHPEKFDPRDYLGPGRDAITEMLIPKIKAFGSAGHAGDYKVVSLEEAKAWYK
#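 40 nM FBPA preincubated 10 min at RT with compound (up to 57.5 uM final), then substrate plus GAPDH/TPI/NAD/arsenate coupling and diaphorase/resazurin added. Fluorescence read after 20 min at RT, 525/598 nm.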
# AmpC inh detg: AmpC beta-lactamase inhibition with detergent present; 370,000 compounds, 0.041% hits; P00811; Potency, µM (doses to about 114 µM), inactives show at the top dose activity change, negative = inhibition, actives largely listed as inhibitors; AmpC hydrolysis of nitrocefin, absorbance 480 nm, 0.01% Triton;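 further: potency means the concentration at half of the fitted maximal effect; 0% = no-compound wells and -100% = no-enzyme wells; nearly all actives have a fitted effect of over 25% in size; some results filed as inactive show a strong effect at the top dose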
# Target sequence (P00811 whole entry, looked up): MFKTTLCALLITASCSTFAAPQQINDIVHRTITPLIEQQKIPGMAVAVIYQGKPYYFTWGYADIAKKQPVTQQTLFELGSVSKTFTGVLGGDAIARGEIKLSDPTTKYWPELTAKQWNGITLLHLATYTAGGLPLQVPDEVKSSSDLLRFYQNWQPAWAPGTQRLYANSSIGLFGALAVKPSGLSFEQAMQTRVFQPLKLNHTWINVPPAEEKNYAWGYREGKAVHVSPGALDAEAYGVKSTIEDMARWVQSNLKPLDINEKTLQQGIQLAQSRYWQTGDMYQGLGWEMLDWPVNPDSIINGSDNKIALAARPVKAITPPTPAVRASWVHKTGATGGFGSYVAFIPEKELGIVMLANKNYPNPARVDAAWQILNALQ
#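 AmpC (5.3 nM in the dispensed reagent) in 20 mM phosphate pH 7.0 with 0.01% (detergent screen) or 0.0001% Triton X-100 was preincubated with compounds for 15 min at room temperature. Nitrocefin was then added from an 800 uM solution, and hydrolysis was followed at 480 nm.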
# Sm TGR inh: S. mansoni TGR enzyme inhibition. purified TGR, DTNB reduction, TNB absorbance 405 nm. Potency, µM (series often up to 114 µM), inactives show top-dose activity change, negative = inhibition, hits mostly inhibitors. 360,000 compounds, 3% hits; further: potency means the concentration at half of the fitted maximal effect; nearly all actives have a fitted effect of over 60% in size
#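 Kinetic colorimetric format: TGR-catalysed, NADPH-driven DTNB reduction monitored via TNB absorbance. Enzyme dispensed at 20 nM; compound exposure 15 min at room temperature before reaction start.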
# AMA1 RON2 block: disrupts binding of P. falciparum AMA1 to RON2; AlphaScreen AMA1-biotinylated RON2 peptide binding; Potency, µM (highest dose often 58.2 µM), for the others: at the highest dose activity change, negative = inhibition, hits mostly inhibitors; 360,000 compounds, 0.2% hits; AID 720542;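 further: potency means the concentration at half of the fitted maximal effect; 0% = vehicle wells and -100% = peptide control; nearly all actives have a fitted effect of over 45% in size; some results filed as inactive show a strong effect at the top dose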
#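 AMA1 (3D7) with his tag at 25 nM final met compounds first, then biotinylated RON2 peptide at 25 nM; detection used donor plus acceptor beads, 10 µg/mL apiece, read by AlphaScreen after 30 min at room temperature.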
# Numbers without * were called inactive; ? = inconclusive; · = no result given; & = joins results of further samples; ! = a repeat was not active; [ ] = remark or other dose. Unless noted, the call rests on the fitted dose curve; in most records, active means well fitted curve in the direction sought with a large enough effect; inconclusive means small, poorly fitted or top-dose-only effect, or another doubt; inactive means no such curve, though single readings can be large; an effect the other way counts as inactive or inconclusive. Unless noted, on the % scale 0 is the no-effect control and ±100 the full control effect.
SMILES,HCMV inh,HCV inhibitor,Giardia FBPA inh,AmpC inh detg,Sm TGR inh,AMA1 RON2 block
NS(=O)(=O)c1ccc2nc(NC(=O)Nc3ccc(F)cc3)sc2c1,-19,-20%,-10%,-14%,-5%,-5%
CCC1(CC)Nc2ccccc2C(=O)N1c1ccc(OC)cc1,83,5%,0%,-13%,16%,8%
CN=c1sc2c(n1C)C(=O)c1ccccc1C2=O,-31,?,·,·,·,-19%
COc1ccc2cc(C(=O)OC(C)C)sc(=O)c2c1OC,45,?,0%,-2%,1%,-2%
COc1ccc(N(CC(=O)N2CCN(Cc3ccccc3)CC2)S(C)(=O)=O)cc1,-10,15%,2%,-9%,-1%,-1%
CCCNC1(C(N)=O)CCN(Cc2ccccc2)CC1,13,5%,·,·,·,4%
c1ccc(NC(c2ccccc2)c2ccncc2)cc1 (configuration not stated),-2,14%,?,-13%,?,9%
CCn1c(O)c(C2=NCCCC2)c2ccccc21,6,?,-3%,-12%,-2%,-10%
Cc1ccc(C(C(=O)NC2CCCC2)N2CCc3ccccc32)cc1 (configuration not stated),64,9%,1%,?,0%,2%
CCCc1[nH]n(-c2nc3ccccc3s2)c(=O)c1C=NCC(C)C,12,?,-5%,4%,-13%,-12%
CCC(=O)N1CCc2cc(Br)cc(S(=O)(=O)Nc3ccc(C)cc3C)c21,-3,·,·,4%,7%,·
CN1CCCN(S(=O)(=O)c2ccc(O)c(C(=O)O)c2)CC1,·,20%,12%,-8%,56%[activator],14%
Cc1c(NC(=O)c2ccc(NS(=O)(=O)c3ccc(F)c(F)c3)cc2)c(=O)n(-c2ccccc2)n1C,35,-7%,·,·,·,-1%
COc1cc(-c2nnc(SCC(=O)OC3CCCCC3)o2)cc(OC)c1OC,30,8%,-3%,?,-6%,6%
COc1cc2c(cc1Cl)/C(=C\CCN(C)C)c1ccccc1S2,-32,?,24%,-8%,28µM*,-26%
NC(C(=O)O)C1ON=C(Cl)C1O (configuration not stated),-86*,?,·,·,·,48%[activator]
O=c1cc(-c2ccccc2)c2cc(Cl)ccc2[nH]1,?,-7%,7%,1%,2%,2%
COc1ccc(CNC(=O)c2c([S-])n(-c3ccc(C)cc3)c3cccc[n+]23)cc1,-12,?,-4%,-1%,1%,-20%
CCC(C(=O)NCc1ccc(C)o1)n1nc(C)c2c(C)n(-c3ccccc3)nc2c1=O (configuration not stated),10,-22%,·,-2%,?,7%
Cc1onc(-c2c(F)cccc2Cl)c1C(=O)NC(C)c1ccccc1 (configuration not stated),?,20%,1%,2%,-1%,-9%
O=C1C(Cl)=C(N2CCCCC2)C(=O)C(Cl)=C1c1cnc(N2CCCCC2)s1,·,?,7.1µM*,-7%,0.25µM*,8.9µM*
N#Cc1c(NC(=O)CSc2ncccn2)oc(-c2ccccc2)c1-c1ccccc1,-5,-29%,·,·,·,2%
COc1ccc(C(=O)Nc2ccc3nc4n(c(=O)c3c2)CCCCC4)cc1OC,4&-8,·,·,37%[activator],-1%,-1%
CCc1ccc(CNC(=O)C2CCN(C(=O)N3CC(CC)Oc4ccc(C)cc43)CC2)cc1 (configuration not stated),88,·,·,24%,10%,·
CC(=O)COc1ccc2c(-c3cccc([N+](=O)[O-])c3)cc(=O)oc2c1,-26,-29%,3%,5%,·,0%
CC(C)(C)NC(=S)NCC1CC1,0,6%,3%,-7%,-11%,0%
Cc1ccc(NC(=O)CSc2ncc3c(n2)-c2ccccc2N(Cc2cccc(F)c2)S3(=O)=O)cc1F,5,·,·,-1%,0%,·
Cc1cccc(C(=O)NNC(=O)c2ccc(-c3ccccc3)cc2)c1,0,-12%,1%,-7%,8%,11%
Cc1cccc(C(=O)OCC(=O)N2CCCCCC2)c1C,113,?,·,·,·,-7%
CCn1nnnc1SCC(=O)NCc1ccc2c(c1)OCO2,-15,5%,7%,0%,-8%,9%
CCOC(=O)C1=C(C)NC2=C(C(=O)CCC2)C1c1cc(OC)ccc1OC (configuration not stated),-26,-2%,-13%,-7%,-2%,2%
C[C@]12C=CC(=O)C=C1CC[C@@H]1[C@@H]2C(=O)C[C@@]2(C)[C@H]1CC[C@]2(O)C(=O)CO,17&22,2.8µM*!,0%,2%&-3%,-14%&35%,2%&5%
Cc1cc(-n2c(C)nc3ccccc3c2=O)ccc1NC(=O)c1ccc([N+](=O)[O-])cc1,5,·,·,3%,0%,·
Cc1ccc(C2N(C)c3ccccc3-c3nc4ccccc4n32)o1 (configuration not stated),-11,?,-7%,?,-15%,12%
O=C(O)CSc1nnc(COc2cccc3cccnc23)n1-c1ccc(Cl)cc1,-29,6%,5%,-2%,0%,1%
O=C(CSc1nc2ccccc2[nH]1)Nc1cccc(S(=O)(=O)N2CCOCC2)c1,0,?,-6%,?,-1%,1%
Cc1cccc(NC(=O)C(=O)NCC2CCCN2S(=O)(=O)c2cccs2)c1C (configuration not stated),-12,2%[8.37 µM],·,-15%,-14%,1%
CCN(CC)CCN1C(=O)C(=O)/C(=C(/O)c2c(C)[nH]c(C(=O)OC)c2C)C1c1ccccc1OC (configuration not stated),0,12%&-1%,-2%,-16%,?,1%
CN1C(=O)N(C)C2(c3ccccc3)Nn3c(s/c(=C/c4ccccc4)c3=O)=NC12c1ccccc1 (configuration not stated),21,13%,4%,0%,4%,9%
CN(C)S(=O)(=O)c1ccc(N2CCCC2)c(C(=O)NCCc2ccc(F)cc2)c1,10,-8%,·,?,-7%,0%
Cc1cc(Nc2cccc(C(F)(F)F)c2)nc2ccc(NC(=O)c3ccc(=O)[nH]c3)cc12,-15,·,·,2%,2%,·
COc1cc(OC)c(NC(=O)Nc2ccc3c(c2)N(C)C(=O)c2ccccc2S3)cc1Cl,1,·,·,-2%,-20%,·
Cc1cc(C)cc(NC(=O)COCc2cc(-c3ccc4c(c3)OCO4)on2)c1,9,·,·,14%,4%,·
CCCNC(=O)C/C(C)=N/NC(=O)C(=O)Nc1ccccn1,-31,11%,-1%,6%,?,93%[activator]
CCN(CC)C(=O)CN(c1ccc(F)c(Cl)c1)S(C)(=O)=O,-29,16%,4%,?,2%,6%
CC(C)(C)C(=O)CN1C(=O)NC2(CCc3ccccc32)C1=O (configuration not stated),16,15%,·,4%,8%,-12%
Cc1ccc(C(=O)OCC(=O)NCCNC(=O)COC(=O)c2ccc(C)o2)o1,-15,20%,·,?,-31%,-2%
O=C(Nc1ccccc1)N(Cc1ccc(Cl)cc1)CC(O)C(F)(F)F (configuration not stated),29,22%,0%,8%,13%,-5%
Fc1ccc2nc(Nc3nc4cc5c(cc4s3)OCO5)sc2c1,44,4%,9%,-2%,0%,16%
CCOc1cc(CNC(=O)c2sc3ncnc(N(C)C4CCCCC4)c3c2C)ccc1OC,-23,·,·,0%,9%,·

# Reformatted: results already given.
# Results follow in this order: HCMV inh, HCV inhibitor, Giardia FBPA inh, AmpC inh detg, Sm TGR inh, AMA1 RON2 block
Cc1cccc(C(=O)OCC(=O)N2CCCCCC2)c1C
  113, ?, ·, ·, ·, -7%
CCn1nnnc1SCC(=O)NCc1ccc2c(c1)OCO2
  -15, 5%, 7%, 0%, -8%, 9%
CCOC(=O)C1=C(C)NC2=C(C(=O)CCC2)C1c1cc(OC)ccc1OC (configuration not stated)
  -26, -2%, -13%, -7%, -2%, 2%
C[C@]12C=CC(=O)C=C1CC[C@@H]1[C@@H]2C(=O)C[C@@]2(C)[C@H]1CC[C@]2(O)C(=O)CO
  17&22, 2.8µM*!, 0%, 2%&-3%, -14%&35%, 2%&5%
Cc1cc(-n2c(C)nc3ccccc3c2=O)ccc1NC(=O)c1ccc([N+](=O)[O-])cc1
  5, ·, ·, 3%, 0%, ·
Cc1ccc(C2N(C)c3ccccc3-c3nc4ccccc4n32)o1 (configuration not stated)
  -11, ?, -7%, ?, -15%, 12%
O=C(O)CSc1nnc(COc2cccc3cccnc23)n1-c1ccc(Cl)cc1
  -29, 6%, 5%, -2%, 0%, 1%
O=C(CSc1nc2ccccc2[nH]1)Nc1cccc(S(=O)(=O)N2CCOCC2)c1
  0, ?, -6%, ?, -1%, 1%
Cc1cccc(NC(=O)C(=O)NCC2CCCN2S(=O)(=O)c2cccs2)c1C (configuration not stated)
  -12, 2%[8.37 µM], ·, -15%, -14%, 1%
CCN(CC)CCN1C(=O)C(=O)/C(=C(/O)c2c(C)[nH]c(C(=O)OC)c2C)C1c1ccccc1OC (configuration not stated)
  0, 12%&-1%, -2%, -16%, ?, 1%
CN1C(=O)N(C)C2(c3ccccc3)Nn3c(s/c(=C/c4ccccc4)c3=O)=NC12c1ccccc1 (configuration not stated)
  21, 13%, 4%, 0%, 4%, 9%
CN(C)S(=O)(=O)c1ccc(N2CCCC2)c(C(=O)NCCc2ccc(F)cc2)c1
  10, -8%, ·, ?, -7%, 0%
Cc1cc(Nc2cccc(C(F)(F)F)c2)nc2ccc(NC(=O)c3ccc(=O)[nH]c3)cc12
  -15, ·, ·, 2%, 2%, ·
COc1cc(OC)c(NC(=O)Nc2ccc3c(c2)N(C)C(=O)c2ccccc2S3)cc1Cl
  1, ·, ·, -2%, -20%, ·
Cc1cc(C)cc(NC(=O)COCc2cc(-c3ccc4c(c3)OCO4)on2)c1
  9, ·, ·, 14%, 4%, ·
CCCNC(=O)C/C(C)=N/NC(=O)C(=O)Nc1ccccn1
  -31, 11%, -1%, 6%, ?, 93%[activator]
CCN(CC)C(=O)CN(c1ccc(F)c(Cl)c1)S(C)(=O)=O
  -29, 16%, 4%, ?, 2%, 6%
CC(C)(C)C(=O)CN1C(=O)NC2(CCc3ccccc32)C1=O (configuration not stated)
  16, 15%, ·, 4%, 8%, -12%
Cc1ccc(C(=O)OCC(=O)NCCNC(=O)COC(=O)c2ccc(C)o2)o1
  -15, 20%, ·, ?, -31%, -2%

# Rewritten with values under each structure: two of the compounds above
# Each structure is followed by: HCMV inh | HCV inhibitor | Giardia FBPA inh | AmpC inh detg | Sm TGR inh | AMA1 RON2 block
Cc1ccc(C(=O)OCC(=O)NCCNC(=O)COC(=O)c2ccc(C)o2)o1
 : -15 | 20% | · | ? | -31% | -2%
O=C(Nc1ccccc1)N(Cc1ccc(Cl)cc1)CC(O)C(F)(F)F (configuration not stated)
 : 29 | 22% | 0% | 8% | 13% | -5%

# More results follow:
SMILES,HCMV inh,HCV inhibitor,Giardia FBPA inh,AmpC inh detg,Sm TGR inh,AMA1 RON2 block
CCN(CC(=O)c1c(N)n(C)c(=O)n(C)c1=O)c1cccc2ccccc12,47,3%,?,2%,-2%,10%
COc1ccc(C2CC2C(=O)c2ccccn2)cc1 (configuration not stated),4,-6%,2%,-5%,-27%,7%
CCOc1cc(S(=O)(=O)N(CC)CC)ccc1Br,2,?,6%,-1%,-12%,-5%
COc1ccc(Cl)cc1C(=O)Nn1c(C)nc2ccccc2c1=O,-30,-1%,0%,-13%,-5%,19%
COc1ccc(S(=O)(=O)Nc2cc(-c3cn4ccccc4n3)ccc2C)cc1,49,·,·,23%,4%,·
CC(Oc1ccccc1)C(=O)N1CCN=C1SCc1ccccc1F (configuration not stated),-26,9%,-3%,-6%,14%,-14%
CCOC(=O)CSc1nc2sc3c(c2c(=O)n1-c1ccccc1)CC(C(C)C)OC3 (configuration not stated),13,·,·,3%,-6%,·
O=C(CN1CCCCC1CO)c1ccc(OC(F)F)cc1 (configuration not stated),25,18%,3%,0%,-2%,0%
